POLK inh = qHTS for Inhibitors of Polymerase Kappa; actives 0.53% (n = 400,000); purified Pol kappa, fluorescent DNA synthesis assay, 10 min; Potency, µM (highest dose often 107 µM), without a hit: at the top dose activity, negative = inhibition, usual class: inhibitors; note: potency is the fitted concentration of half-maximal effect; % is set by controls: 0 for no effect and ±100 for the full control effect
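Enzyme at 10 nM met test compounds for 15 min at room temperature. Substrate addition (50 nM final) began the reaction, which was monitored by fluorescence at 0 and 10 min.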
Pol iota inh = qHTS for Inhibitors of Polymerase Iota | DNA polymerase iota (Homo sapiens), Q9UNA4 | Pol iota fluorescent replication assay, 10 min | Potency, µM (highest dose often 115 µM), inactives show at the highest dose activity, negative = inhibition, actives largely listed as inhibitors | actives 1% (n = 390,000); note: potency is the fitted concentration of half-maximal effect
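Fluorescent replication assay read twice, at 0 min and 10 min after adding 50 nM (final) substrate. Enzyme (10 nM) and compounds were first incubated 15 min at room temperature; enzyme-free buffer wells were negative controls.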
Pol beta inh = qHTS Assay for Inhibitors of DNA Polymerase Beta. P06746. Pol beta primer extension/strand displacement, fluorescence kinetic. Potency, µM (doses to about 114 µM), inactives show top-dose activity change, negative = inhibition, actives largely listed as inhibitors. actives 1.3% (n = 340,000). AID 485314, 2010; note: potency is the fitted concentration of half-maximal effect; % is set by controls: 0 for no effect and ±100 for the full control effect
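Pol beta (10 nM) and compounds were preincubated 15 min at room temperature, then 50 nM substrate (final) started primer extension/strand displacement. Reads were taken at 0 and 10 min; concentration-response data were fitted to a four-parameter Hill equation.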
TRHR agonist = qHTS for Small Molecule Agonists and Allosteric Enhancers of Human TRH Receptor: Primary Screen for Agonists | Thyrotropin-releasing hormone receptor (Homo sapiens), P34981 | TRHR cells, calcium flux fluo-8, FDSS agonist mode | activation, % at 2 µM | actives 0.18% (n = 360,000); in the data active = activation above about 30%; note: 0% is about no effect
Target sequence (P34981 whole entry, looked up): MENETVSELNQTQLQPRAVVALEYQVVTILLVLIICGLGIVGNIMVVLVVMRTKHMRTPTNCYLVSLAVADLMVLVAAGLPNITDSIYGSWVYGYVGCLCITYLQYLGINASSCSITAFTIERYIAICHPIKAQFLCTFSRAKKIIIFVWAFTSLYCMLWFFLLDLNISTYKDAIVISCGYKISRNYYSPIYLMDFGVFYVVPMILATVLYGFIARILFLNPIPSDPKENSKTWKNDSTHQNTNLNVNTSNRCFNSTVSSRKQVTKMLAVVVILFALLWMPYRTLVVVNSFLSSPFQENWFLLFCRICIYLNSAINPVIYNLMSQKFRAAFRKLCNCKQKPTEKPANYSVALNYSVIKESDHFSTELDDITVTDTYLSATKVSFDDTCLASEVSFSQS
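Fluo-8-loaded TRHR cells; 10 s baseline, compound added, kinetic Ca2+ fluorescence read 1/s, agonist mode.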
ERG-DNA inh = qHTS for Small Molecule Inhibitors of the ERG Ets/DNA interaction; Transcriptional regulator ERG (Homo sapiens), P11308; fluorescence polarization, His-ERG Ets domain / labelled DNA; Potency, µM (highest dose often 76.9 µM), without a hit: at the top dose FP activity, negative = inhibition, usual class: inhibitors; actives 0.028% (n = 370,000); AID 624246, 2012; active = well fitted inhibition curve with a large enough effect in the polarisation, with a control signal flat; inconclusive = small, poorly fitted or top-dose-only effect, or effect the other way, or a change in a side signal; inactive = no such curve, though single readings can be large or run the other way; the % refers to the polarisation;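 note: polarization taken with two DNA probes labelled with fluorescein and Texas red; potency is the fitted concentration of half-maximal effect; % of control where 0% means no effect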
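His-tagged ERG Ets domain (1 uM in the protein solution; 300mM KCl, 50mM Tris-HCl, 1mM EDTA, 1mM DTT, pH 7.5) received compound, then a probe mix of 5 nM fluorescein-DNA and 100nM Texas-615-DNA. Fluorescence polarization was read for both dyes.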
APEX1 inh = qHTS Assay for Inhibitors of the Human Apurinic/apyrimidinic Endonuclease 1 (APE1) | DNA repair nuclease/redox regulator APEX1 (Homo sapiens), P27695 | recombinant APE1, TAMRA/BHQ-2 abasic DNA cleavage fluorescence | Potency, µM (highest dose often 65.8 µM), for inactives: top-dose activity change, negative = inhibition, hits mostly inhibitors | actives 0.35% (n = 350,000) | AID 2517, 2012;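 note: potency is the fitted concentration of half-maximal effect; plate controls were vehicle for no effect and reference inhibitor for full effect; nearly all actives have a fitted effect of over 55% in size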
Target sequence (P27695 whole entry, looked up): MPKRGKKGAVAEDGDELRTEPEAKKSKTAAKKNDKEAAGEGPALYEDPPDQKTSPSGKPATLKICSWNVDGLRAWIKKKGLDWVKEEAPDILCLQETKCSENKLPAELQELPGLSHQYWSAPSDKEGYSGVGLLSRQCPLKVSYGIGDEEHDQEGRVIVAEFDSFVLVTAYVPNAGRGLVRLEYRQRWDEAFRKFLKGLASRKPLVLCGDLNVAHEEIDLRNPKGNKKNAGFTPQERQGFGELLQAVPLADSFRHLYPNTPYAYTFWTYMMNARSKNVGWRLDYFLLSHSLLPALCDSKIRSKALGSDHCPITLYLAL
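Measures dequenching upon AP-site incision of a 5'-TAMRA/3'-BHQ-2 THF-containing duplex, 50 nM; human APE1 0.75 nM after 15 min room-temperature exposure to compound; kinetic three-point read at one-minute spacing.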
Anesthetic bind = qHTS Assay for Identification of Novel General Anesthetics; Ferritin light chain (Equus caballus), P02791; apoferritin/1-aminoanthracene competitive binding, fluorescence; AID 485281, 2010; Potency, µM (highest dose often 77.5 µM), without a hit: at the top dose activity change, negative = displacement, most hits filed as inhibitors; actives 0.074% (n = 350,000); note: potency is the fitted concentration of half-maximal effect; % is set by controls: 0 for no effect and ±100 for the full control effect; nearly all actives have a fitted effect of over 20% in size
Target sequence (P02791 2-175 limits assumed): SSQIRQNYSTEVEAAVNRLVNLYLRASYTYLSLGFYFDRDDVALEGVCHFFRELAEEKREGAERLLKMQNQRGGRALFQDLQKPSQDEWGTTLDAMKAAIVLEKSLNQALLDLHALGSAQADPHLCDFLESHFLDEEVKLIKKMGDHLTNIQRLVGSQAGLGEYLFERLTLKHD
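Steps: apoferritin (10 uM) was premixed with half-saturated 1-AMA in PBS, compounds were pin-transferred, plates stood 10 min at room temperature, fluorescence was read at 380/535 nm, and curves were fitted with a Hill equation.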
BLM helicase inh = qHTS Assay for Inhibitors of Bloom's syndrome helicase (BLM); RecQ-like DNA helicase BLM (Homo sapiens), P54132; recombinant BLM DNA unwinding, fluorescence dequenching; Potency, µM (top dose mostly 56.1 µM), inactives show at the top dose activity change, negative = inhibition, most hits filed as inhibitors; actives 0.2% (n = 350,000); AID 2528, 2010;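 note: potency is the fitted concentration of half-maximal effect; plate controls were vehicle for no effect and no enzyme for full effect; nearly all actives have a fitted effect of over 35% in size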
ALOX12 inh = Primary qHTS assay for inhibitors of human arachidonate 12S-lipoxygenase (ALOX12): Round 2; Polyunsaturated fatty acid lipoxygenase ALOX12 (Homo sapiens), P18054; purified 12hLO, xylenol orange hydroperoxide absorbance; Potency, µM (series often up to 108 µM), inactives show top-dose activity change, negative = inhibition, most hits filed as inhibitors; actives 1.1% (n = 580,000); note: potency is the fitted concentration of half-maximal effect; % is set by controls: 0 for no effect and ±100 for the full control effect
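Hydroperoxide product was detected by ferrous iron/xylenol orange as the 573 to 405 nm absorbance ratio. Arachidonic acid at 40 uM (final) was turned over for 30 min at room temperature by 150 nM human 12hLO, pH 7.0 Hepes buffer, after 15 min compound preincubation.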
An asterisk follows results filed as active; ? = inconclusive; . = no result given; [ ] = dose if it differs, or a comment. Unless noted, calls come from the whole dose curve; as a rule, active = well fitted curve in the direction sought with a large enough effect; inconclusive = small, poorly fitted or top-dose-only effect, or another doubt; inactive = no such curve, though single readings can be large; an effect the other way counts as inactive or inconclusive. Not all compounds are listed; the hit share may differ from the screen's.

SMILES	POLK inh	Pol iota inh	Pol beta inh	TRHR agonist	ERG-DNA inh	APEX1 inh	Anesthetic bind	BLM helicase inh	ALOX12 inh
Cc1ccc(CN2CCN(/N=C/c3sccc3C)CC2)c(C)c1	-17.2%	32.3%[activator]	28.6%	0.1	.	1.3%	-17.0%	-1.3%	-1.5%
CC(=O)N1CCC2(CCCN(c3ccncc3)C2)CC1	2.0%[60.1 µM]	.	.	.	.	3.4%	.	-1.4%	2.2%[57.4 µM]
O=c1c(-c2cccc(F)c2)nc2cncnc2n1-c1ccccc1	0.2%[60.1 µM]	.	.	.	.	1.2%	.	-3.6%	129.3%[activator]
CC1c2ccsc2CCN1S(=O)(=O)c1cccs1 (centres undefined)	5.1%	49.3%	-2.0%	-0.6	9.2%	-3.8%	-13.0%	-3.2%	-33.1%
CCCCc1nnc(NC(=O)CSCc2cc(=O)n3ccsc3n2)s1	6.0%	-13.0%	?	-0.2	-2.1%	36.5%	-8.2%	1.7%	?
CCOc1ccccc1N(CC(=O)Nc1ccc2c(c1)OCO2)S(C)(=O)=O	6.4%	-11.6%	27.9%	0.5	0.7%	9.8%	-10.1%	-1.9%	?
O=C(Nc1c(O)c2ccccc2[nH]c1=O)c1ccco1	8.5%	-12.4%	10.6%	-0.6	10.9%	-5.4%	15.9%	-2.0%	-1.7%
O=C(Cc1cccs1)N(c1ccc(F)cc1)C1(C(=O)NC2CCCCC2)CCCC1	-5.6%	13.6%	?	0.1	-4.2%	8.5%	4.9%	-0.4%	-19.2%
O=C1CC2(CCN(C(=O)c3cccc(Br)c3)CC2)Oc2ccccc21	-3.0%	-23.6%	.	-0.1	13.3%	-13.3%	.	.	-1.7%
CC1c2[nH]c3ccccc3c2CCN1S(C)(=O)=O (centres undefined)	0.4%	14.3%	?	0.2	6.8%	0.3%	-17.6%	2.3%	0.0%[57.4 µM]
COc1ccc2c(C)cc(SCC(=O)c3ccc4c(c3)OCO4)nc2c1	-6.3%	-15.9%[58.9 µM]	50.1µM*	0.4	14.0%	-11.9%	?	-0.4%	-11.9%
Nc1ccc2nc(SCC(=O)Nc3ccc(N4CCOCC4)c(Cl)c3)sc2c1	-4.8%	107.8%[activator]	15.5%	-1.5	6.8%	22.9%	-5.5%	-2.0%	?
O=C(c1cccs1)N1CCN(Cc2ccncc2)CC1	3.9%	?	0.5%	0.3	10.1%	-4.6%	-11.7%	-0.5%	70.9%[activator]
Cn1c(=O)c2c(nc3n2CC(COc2ccccc2)O3)n(C)c1=O (centres undefined)	5.8%	12.9%	0.9%	0.0	11.3%	-17.5%	-2.1%	2.5%	?
COc1ccccc1C(=O)Nc1ccc(N2CCN(Cc3ccccc3)CC2)cc1	-3.7%	-7.1%	-0.2%	-1.0	-1.5%	-2.2%	5.0%	-5.3%	6.0%
CC(C)CSc1nnc2c(n1)[nH]c1ccccc12	-7.5%	-29.4%	2.6%	1.1	.	3.0%	-11.6%	-5.2%	-20.3%
Cc1ccc(-c2cc(C(F)F)n3ncc(C(=O)Nc4cn(C)nc4C)c3n2)cc1	1.6%[60.1 µM]	31.6%[activator]	3.4%	0.5	-2.0%	16.9%	-6.9%	-0.2%	-6.3%
O=C(COc1ccccc1O)Nc1ccccc1Cl	-2.4%	?	-1.8%	0.1	5.2%	-1.3%	-18.0%	-4.1%	0.0%
Cc1cc(C)n(-c2nc3cc(Cl)ccc3nc2Nc2ccc(CC(=O)O)cc2)n1	-13.9%	18.1%	-22.4%	0.4	-3.1%	.	23.6%	-6.1%	-16.8%
COc1ccc(C2C(CN3CCOCC3)C(=O)N2c2ccccc2)cc1 (centres undefined)	-1.9%	124.8%[activator]	24.0%	0.1	20.9%	1.8%	-6.8%	0.0%	-17.6%

In another format: five of the compounds above
| compound | POLK inh | Pol iota inh | Pol beta inh | TRHR agonist | ERG-DNA inh | APEX1 inh | Anesthetic bind | BLM helicase inh | ALOX12 inh |
| --- | --- | --- | --- | --- | --- | --- | --- | --- | --- |
| O=C1CC2(CCN(C(=O)c3cccc(Br)c3)CC2)Oc2ccccc21 | -3.0% | -23.6% | . | -0.1 | 13.3% | -13.3% | . | . | -1.7% |
| CC1c2[nH]c3ccccc3c2CCN1S(C)(=O)=O (centres undefined) | 0.4% | 14.3% | ? | 0.2 | 6.8% | 0.3% | -17.6% | 2.3% | 0.0%[57.4 µM] |
| COc1ccc2c(C)cc(SCC(=O)c3ccc4c(c3)OCO4)nc2c1 | -6.3% | -15.9%[58.9 µM] | 50.1µM* | 0.4 | 14.0% | -11.9% | ? | -0.4% | -11.9% |
| Nc1ccc2nc(SCC(=O)Nc3ccc(N4CCOCC4)c(Cl)c3)sc2c1 | -4.8% | 107.8%[activator] | 15.5% | -1.5 | 6.8% | 22.9% | -5.5% | -2.0% | ? |
| O=C(c1cccs1)N1CCN(Cc2ccncc2)CC1 | 3.9% | ? | 0.5% | 0.3 | 10.1% | -4.6% | -11.7% | -0.5% | 70.9%[activator] |

(cont.)
SMILES	POLK inh	Pol iota inh	Pol beta inh	TRHR agonist	ERG-DNA inh	APEX1 inh	Anesthetic bind	BLM helicase inh	ALOX12 inh
COc1ccc(-c2cc(C(F)(F)F)c3c(N)c(C(=O)NCCSC)sc3n2)cc1	-4.4%	41.5%[activator]	-13.0%	22.9	-6.2%	17.4%	-9.5%	-7.5%	24.1%
O=C(Nc1ccccc1)C1=C[C@@H](c2ccc(C(F)(F)F)cc2)C[C@@H](OCCCCO)O1	9.6%	-3.9%	.	.	9.6%	.	.	.	-26.4%
O=C(Nc1ccc(F)cc1)Nc1ccc(NC(=O)c2ccccc2O)cc1	-5.9%	?	-20.2%	0.1	13.3%	-5.6%	2.0%	-4.1%	237.6%[activator]
C=CCCCCCCCCc1nc(SCC(=O)O)n[nH]1	-10.3%	47.5%[activator]	8.8%	-0.1	-2.9%	0.2%	-2.4%	-3.3%	0.2%
COc1cccc(C2C(C(=O)c3sc(C)nc3C)=C(O)C(=O)N2CCN2CCOCC2)c1 (centres undefined)	-10.2%	?	53.9%	-0.9	-1.6%	-15.5%	-9.6%	-1.1%	?
Cn1c(CS/C(N)=N/N=C/c2ccccc2)c(Br)c(=O)n1-c1ccccc1	-5.1%	?	-0.7%	-0.3	-4.1%	-3.4%	3.3%	-5.1%	-26.1%
COc1cc(C2CC(=O)N3CN(c4ccccc4C)CSC3=C2C#N)cc(OC)c1OC (centres undefined)	.	.	-2.3%	0.7	.	16.3%	-19.9%	-11.3%	?
CN1CCN(NC(=O)c2cn(-c3ccccc3)nc2-c2cccc(Br)c2)CC1	0.9%	51.0%[activator]	-8.5%	0.9	2.2%	-2.2%	-12.0%	3.0%	?
CCOC1(C(F)(F)F)NC(=O)N(Cc2ccc(OC)cc2)C1=O (centres undefined)	-16.7%	6.8%	19.8%	-0.6	6.5%	-2.3%	-10.6%	-3.7%	4.2%
CCCCOc1ccccc1C1CC(=O)NC2=C1C(=O)CCC2 (centres undefined)	-9.6%	-11.9%	22.3%	5.2	5.5%	1.8%	-8.9%	-4.2%	0.0%
COc1ccc2cc3cc(C(=O)N4CCN(Cc5ccc6c(c5)OCO6)CC4)oc3nc2c1	-2.6%	-13.6%[58.9 µM]	-0.3%	-0.8	-1.0%	-7.0%	-8.4%	2.8%	-24.0%
Cc1ccc(N(Cc2ccccc2)C(=O)c2cccc(S(=O)(=O)N3CC(C)OC(C)C3)c2)cc1 (centres undefined)	-2.3%	-18.9%	.	-0.2	3.6%	-11.5%	.	.	-12.3%
Cc1ccc2c(Cl)c(C)c(N3CCOCC3)nc2n1	-20.8%	7.6%	.	.	-3.3%	.	.	.	5.0%
COc1ccc(C(O)Cc2nc3ccccc3n2C)cc1OC (centres undefined)	2.3%	-9.2%	19.1%	0.8	-1.3%	11.8%	44.8%[activator]	-12.1%	?
CC(=O)N[C@@H](Cc1c[nH]c2ccccc12)C(=O)NC1CC1	0.0%	33.5%[activator]	-0.3%	0.3	2.6%	-7.7%	0.1%	2.8%	-0.4%
Cc1ccc2nc(-c3ccsc3)c(Nc3ccc(Cl)cc3)n2c1	-18.9%	-2.4%	-11.3%	0.0	0.2%	.	-11.4%	-3.9%	-17.4%
COC(=O)c1cnc(NNC(=O)c2ccc([N+](=O)[O-])cc2)nc1C(F)(F)F	-7.4%	39.0%[activator]	-9.3%	-0.3	6.6%	1.6%	-7.8%	0.1%	465.5%[activator]
CC1(C)Cc2c(c(N3CCOCC3)nc3sc4c(NCCN)ncnc4c23)CO1	-17.1%	17.1%	.	.	-4.1%	.	.	.	-19.6%
COc1ccc(C([O-])=Nc2ccc[n+](-c3nc4ccccc4nc3NS(=O)(=O)c3ccccc3)c2)cc1	.	.	-1.4%	1.9	.	-6.1%	-14.8%	-8.6%	?
CCOc1ccc(NC(=O)CCN2C(=O)CSc3ccccc32)cc1	2.0%	16.7%	.	0.2	-6.6%	5.9%	.	.	-26.0%
Cc1cc(N2CCN(S(=O)(=O)c3ccc4ccccc4c3)CC2)n2ncnc2n1	-0.5%	99.0%[activator]	6.4%	-0.2	12.1%	10.1%	-10.1%	0.6%	?
Cc1nc2nc(-c3ccccc3)cc(=O)n2[nH]1	4.4%	2.7%	-14.1%	0.6	0.7%	0.0%	-2.2%	1.8%	?

Compound activity deposited in PubChem by National Center for Advancing Translational Sciences (NCATS).
